Assay outcomes from PubChem BioAssay.
CIT2 TOR yeast: alters CIT2-GFP fluorescence in TOR pathway yeast screen. S. cerevisiae CIT2-GFP strain, flow cytometry, 3 h; 100 means same as DMSO wells. GFP response vs DMSO, % at 10 µM. actives 0.065% (n = 320,000);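 active = GFP response relative to DMSO above a set limit, near the screen mean plus 3 SD, cut at about 150% in these data; inconclusive = Fewer than 70 cells measured for a yeast strain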;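 also: ratio of well median GFP fluorescence to mean of DMSO wells on the plate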
JMJD2C inh: blocks human GASC-1 demethylase activity; inhibition, % at 2.35 µM; Q9H3R0; GST-JMJD2C(1-420) H3K9me3 demethylation, DELFIA europium; actives 0.069% (n = 330,000);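 active = more than half of a compound's replicate wells show inhibition beyond 50%, single wells judged on their own value; inconclusive = some, but no more than half, of replicates pass 50% inhibition; inactive = no replicate passes 50% inhibition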;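 also: signal counts dimethyl H3K9 product captured on neutravidin plate; 0% = median of DMSO wells and 100% = 0.3 times that DMSO median; strong numbers were not always called active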
Target sequence (Q9H3R0 1-420 limits assumed): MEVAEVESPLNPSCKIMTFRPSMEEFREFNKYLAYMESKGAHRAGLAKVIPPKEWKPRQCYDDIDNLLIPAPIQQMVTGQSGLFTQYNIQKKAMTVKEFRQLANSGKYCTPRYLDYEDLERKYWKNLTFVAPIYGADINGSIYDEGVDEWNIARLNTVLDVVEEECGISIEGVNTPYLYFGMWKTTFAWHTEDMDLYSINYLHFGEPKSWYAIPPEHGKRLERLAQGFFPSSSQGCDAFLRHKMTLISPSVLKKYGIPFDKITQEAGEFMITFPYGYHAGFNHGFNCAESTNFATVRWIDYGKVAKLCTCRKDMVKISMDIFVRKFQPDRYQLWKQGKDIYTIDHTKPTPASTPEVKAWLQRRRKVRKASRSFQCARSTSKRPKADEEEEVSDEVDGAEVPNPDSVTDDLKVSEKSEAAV
GRK2 aptamer HTS: blocks RNA aptamer binding to human GRK2. bead flow cytometry, FAM-aptamer displacement from GRK2. P25098. inhibition of aptamer binding, % at 10 µM. AID 488847. actives 0.59% (n = 330,000);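 active = inhibition of aptamer binding above 40%, roughly 3 SD of noise, on plates passing a quality check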;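 also: median bead fluorescence of bound FAM aptamer so fluorescent compounds give negative values; no value below 0 was filed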
Target sequence (P25098 whole entry, looked up): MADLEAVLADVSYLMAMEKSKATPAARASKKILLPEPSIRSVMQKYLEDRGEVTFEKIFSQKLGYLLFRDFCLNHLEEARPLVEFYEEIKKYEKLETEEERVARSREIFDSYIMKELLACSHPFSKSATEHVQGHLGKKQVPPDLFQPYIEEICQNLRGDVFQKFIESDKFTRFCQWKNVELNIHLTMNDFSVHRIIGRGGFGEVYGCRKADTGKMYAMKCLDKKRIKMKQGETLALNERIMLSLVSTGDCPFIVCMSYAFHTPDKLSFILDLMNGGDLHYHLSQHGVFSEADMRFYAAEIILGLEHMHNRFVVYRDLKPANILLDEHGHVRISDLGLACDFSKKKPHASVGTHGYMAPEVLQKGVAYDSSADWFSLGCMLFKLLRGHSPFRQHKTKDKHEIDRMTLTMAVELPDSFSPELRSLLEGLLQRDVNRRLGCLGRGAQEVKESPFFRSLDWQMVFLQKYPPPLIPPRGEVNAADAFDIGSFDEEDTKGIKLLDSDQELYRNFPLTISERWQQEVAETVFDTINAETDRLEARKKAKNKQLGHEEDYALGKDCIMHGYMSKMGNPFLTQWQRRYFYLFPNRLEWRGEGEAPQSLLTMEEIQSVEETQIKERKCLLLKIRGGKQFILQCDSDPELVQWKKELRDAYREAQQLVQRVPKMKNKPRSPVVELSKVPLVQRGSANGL
AGP1-GFP MLPCN: modulators of TOR pathway AGP1-GFP in S. cerevisiae; S. cerevisiae AGP1-GFP multiplex flow cytometry, 3 h; GFP as percent of DMSO wells; GFP response vs DMSO, % at 10 µM; actives 0.02% (n = 320,000);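 active = GFP response relative to DMSO above a set limit, near screen average plus 3 SD, cut at about 150% in these data; inconclusive = fewer than 70 cells counted for the yeast strain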;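 also: median GFP channel fluorescence of the gated AGP1 strain per well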
LAP4-GFP MLPCN: modulators of TOR pathway LAP4-GFP in S. cerevisiae; GFP response vs DMSO, % at 10 µM; S. cerevisiae LAP4-GFP multiplex, flow cytometry GFP, 3 h; median GFP as percent of DMSO wells; actives 0.34% (n = 320,000);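 active = GFP response vs DMSO above a set limit, about the screen mean plus 3 SD, cut at about 150% in these data; inconclusive = under 70 cell events counted for the yeast strain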
RPL19A TOR yeast: yeast TOR pathway RPL19A-GFP modulation | S. cerevisiae RPL19A-GFP strain, flow cytometry, 3 h; hits give low values | percent response vs DMSO, % at 10 µM | actives 0.3% (n = 330,000);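 active = percent response vs DMSO below 50%; inconclusive = fewer than 70 events counted for the yeast strain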;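 also: median channel GFP fluorescence of the barcoded RPL19A-GFP strain; ratio of sample median GFP to plate DMSO average so 100% = DMSO; lower means less RPL19A-GFP as with rapamycin TOR inhibition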
MEP2-GFP yeast: alters MEP2-GFP fluorescence in TOR pathway yeast screen | S. cerevisiae MEP2-GFP strain, flow cytometry GFP, 3 h; 100% = DMSO control level | GFP response vs DMSO, % at 10 µM | actives 0.51% (n = 330,000) | AID 2016;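 active = GFP response versus DMSO above a set limit, roughly screen mean plus 3 SD, cut at about 180% in these data; inconclusive = fewer than 70 cells counted for a yeast strain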;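 also: median GFP fluorescence of the barcode-gated MEP2-GFP cells per well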
VLA-4 inh: inhibition in a human VLA-4 binding assay; P13612; VLA-4 expressing cells, ligand binding flow cytometry; inhibition, % (about 7 µM as worked out from the volumes in the protocol); actives 0.2% (n = 330,000); AID 2557; in the data active = inhibition above about 50%
An asterisk follows results filed as active; ? = inconclusive; . = not tested or not shown.

CIT2 TOR yeast	JMJD2C inh	GRK2 aptamer HTS	AGP1-GFP MLPCN	LAP4-GFP MLPCN	RPL19A TOR yeast	MEP2-GFP yeast	VLA-4 inh	Molecule
111	2	0	103	87	113	104	-3	CN(C)S(=O)(=O)N(CC(=O)Nc1ccc(S(=O)(=O)N2CCCC2)cc1)c1ccccc1
94	9	0	97	112	97	95	20	Cc1ccnc(Nc2nc(-c3c(C)nc4sccn34)cs2)c1
104	-7	0	109	99	107	102	5	COC(=O)c1ccc(NC(=O)c2cccc(NC(=O)c3ccco3)c2)cc1
.	7	1	82	116	98	88	14	Oc1ccccc1-c1cc(-c2ccco2)[nH]n1
100	16	1	101	107	101	108	3	CN(C)Cc1c(C(=O)N/N=C/c2cccc(OCc3ccccc3)c2)nnn1-c1nonc1N
94	-5	0	95	.	96	96	-4	OC1(c2cccnc2)CCN(Cc2nnnn2C2CCCCC2)CC1
95	9	7	100	100	100	99	3	CN(C)S(=O)(=O)N1CCN(c2ccnc3cc(Cl)ccc23)CC1
89	3	1	94	94	95	96	7	O=C(Nc1ccc(N2CCN(C(=O)c3ccco3)CC2)cc1)c1cc(Br)ccc1Cl
102	-4	0	100	87	96	98	38	COC(=O)c1cccc(C23CC4(C2)[C@H](CN(Cc2cccnc2)[C@@H]4c2ccccc2)C3c2ccc(Cl)nc2)c1 (stereo partly drawn)
101	5	6	106	97	102	110	-15	CCC(CC)c1nnc(NC(=O)C2CC(=O)N(CCc3ccc(F)cc3)C2)s1 (stereo not drawn)
100	-2	2	102	104	99	104	7	CCOC(=O)CCCCNC(=O)Nc1ccccc1
92	-6	3	94	112	98	99	28	Cn1c(N2CCOCC2)c(/C=N/OC(=O)c2ccc(F)cc2)c2ccccc21
102	-3	2	103	106	101	100	0	COc1ccc(N2CCN(C(=O)Cn3cnc4c(cnn4-c4ccccc4)c3=O)CC2)cc1
94	31	2	93	97	101	96	-1	COc1ccccc1C(=O)NNC(=O)C(=O)N1CCCCC1
90	0	0	98	110	96	101	-5	CN(CC(=O)N(C)CC(=O)Nc1c(Cl)cccc1Cl)Cc1ccc(Br)s1
90	-2	0	90	92	88	95	2	COc1ccc(NC(=O)CCOc2ccccc2C)cc1S(=O)(=O)N1CCCCC1
103	1	1	108	108	108	105	8	O=C(CSc1nnc(CNc2ccc(Cl)cc2)o1)Nc1nc2ccccc2s1
114	-17	0	96	100	101	113	7	COc1ccc(/C(C)=N/NC(=O)CNC(=O)c2ccco2)cc1
95	12	0	109	98	103	109	4	Cc1occc1-c1nnc(SCC(=O)NC2CCCC2)n1-c1ccccc1
98	-4	0	100	102	98	94	20	N#CCCN(C(=O)COC(=O)CCC(=O)c1ccc(F)cc1)c1ccccc1
90	19	0	95	100	97	96	19	CCN(CC)CCn1c(NCc2cc(OC)ccc2OC)nc2ccccc21
107	-5	3	112	112	98	98	1	Cc1nnc(SC(C)C)n(N)c1=O
97	13	0	94	90	102	100	12	C=CCc1ccc(OCC(O)CN2CCN(c3ccccc3)CC2)c(OC)c1 (stereo not drawn)
96	3	0	112	107	99	106	6	COc1ccc2c(c1)OC(O)(C(F)(F)F)CC2=O (stereo not drawn)
94	0	1	103	110	94	113	2	COc1cccc2cc(-c3csc(NC(=O)CCC(=O)NCCCN4CCC(C)CC4)n3)c(=O)oc12
102	-5	0	100	92	98	97	2	CCn1cc(/C=C(\NC(=O)c2ccccc2F)C(=O)NCCN2CCOCC2)c2ccccc21
104	20	1	100	96	104	106	-5	Cc1ccc2c(CN(C)Cc3ccc(OC(F)F)cc3)cc(=O)oc2c1C
104	-1	0	99	87	103	101	11	C/C(=N\NC(=O)CSc1nc(C)cc(C)n1)c1cccs1
97	-9	54*	98	98	101	99	5	O=C(NCC12CC3CC(C1)CC(CNC(=O)N1CCCC1)(C3)C2)N1CCCC1
90	-7	0	94	107	96	97	5	C/C(=N/NC(=O)c1ccc(Br)o1)c1cccc(NC(=O)c2ccc(F)cc2)c1
92	-2	5	95	84	92	88	-6	CC(=O)OC(C(=O)N1CCN(c2ccc(F)cc2)CC1)c1ccccc1 (stereo not drawn)
93	0	1	94	86	95	89	25	CC1Cc2ccccc2N1c1nc(C2CC2)nc2c1nnn2Cc1ccccc1 (stereo not drawn)
101	2	5	101	101	97	111	15	Cc1ccc(CSc2cc(C)[nH]c(=O)n2)cc1
87	-1	1	97	92	94	95	-10	Cc1cccc(OCCCC(=O)NC(C)c2ccccc2)c1 (stereo not drawn)
100	37	0	98	99	103	99	-3	COc1cccc(-c2noc(C3CCCN(S(=O)(=O)c4cccc(Cl)c4C)C3)n2)c1 (stereo not drawn)
103	3	7	97	96	100	99	0	COc1ccccc1-n1cnnc1SCC(=O)Nc1cccc(S(N)(=O)=O)c1
99	1	0	102	105	105	104	1	Cc1onc(-c2ccccc2Cl)c1C(=O)O/N=C(\N)c1ccccc1
107	4	1	98	99	99	126	13	CCN(CC)CCNC(=O)C(=O)Nc1cc2c3c(c1)CC(=O)N3CCC2
98	2	0	105	91	108	103	-10	O=C(Nc1cccc2ccccc12)c1ccccc1Cl
92	-2	3	94	81	97	87	16	O=C(COC(=O)[C@H](Cc1c[nH]c2ccccc12)NC(=O)c1cccs1)NCc1ccccc1
112	10	0	109	106	103	117	2	O=C(Cc1ccc2c(c1)CCCC2)Nc1ccc2ccccc2c1
94	1	2	70	87	94	108	-5	Cc1ccsc1/C=C/c1n[nH]c(=O)c(C#N)c1C
96	-1	5	97	101	97	102	-7	COc1ccc(C)cc1NC(=O)CCS(=O)(=O)c1ccc2c(c1)oc(=O)n2C
107	-2	2	105	100	97	96	-19	COc1cc(/C=C/C(=O)OCC(=O)Nc2oc(C)c3c(C)n[nH]c(=O)c23)ccc1OC(F)F
91	-38	0	91	97	94	95	7	CC(C(=O)Nc1ccc(OCc2ccccc2)cc1)N1CCCC1 (stereo not drawn)
98	-1	0	97	94	95	95	9	Cc1ccc(C2=NNC(=O)C(P(=O)(c3ccccc3)c3ccccc3)C2)cc1 (stereo not drawn)
116	-3	0	107	106	102	108	8	COc1c(F)c(F)c(C(=O)O)c(Nc2cc(C)cc(C)c2)c1F
91	5	3	99	99	92	87	-1	COc1ccc(/C(C)=N/NC(=O)c2cccc(S(=O)(=O)N3CCCC3)c2)c(O)c1
91	-11	1	102	106	91	85	15	COc1ccccc1N1CCN(C(=O)Cn2cnc3c2c(=O)n(C)c(=O)n3C)CC1
96	-1	6	96	104	98	108	-7	C/C(CC(=O)Nc1ccc2ccccc2c1)=N\NC(=O)c1ccc(O)c(O)c1
101	1	2	100	96	94	102	18	CCN(c1cccc(C)c1)S(=O)(=O)c1ccc2c(c1)CCN2C(C)=O
93	-6	0	96	99	100	105	2	O=C1C2C3C=CC([C@@H]2C(=O)N1c1nccs1)C31CC1 (stereo partly drawn)
112	?	1	106	104	105	100	25	Cc1c(NC(=O)CN(c2ccc(F)cc2)S(=O)(=O)c2ccccc2)c(=O)n(-c2ccccc2)n1C
101	-3	9	98	87	98	97	-11	CC(C)CC(=O)NC(=S)N1CCN(c2ccc([N+](=O)[O-])cc2Cl)CC1
97	-32	3	98	101	98	103	8	CCn1nc(NS(=O)(=O)c2cccc3nonc23)c2cc3ccc(C)cc3nc21
102	4	1	87	66	104	93	-4	O=C1CCC(C(=O)N2CCc3c(Cl)cccc3C2)CN1CCCN1CCOCC1 (stereo not drawn)
89	-9	0	90	86	100	99	9	Cc1cccc(NC(=O)N2C3CCCC2CC(NC(=O)C2CC2)C3)c1 (stereo not drawn)
112	15	0	105	105	110	105	-3	O=C(O)c1ccc(-c2nc(-c3ccccc3)c(-c3cccs3)[nH]2)cc1
103	3	0	108	110	102	110	6	O=C(NCCc1ccccc1)C(c1ccccc1)N(C(=O)c1csnn1)C1CC1 (stereo not drawn)
94	9	0	92	86	103	93	8	Cc1ccc(C)c(Oc2coc3cc(OCC(=O)Nc4ccccc4C(C)C)ccc3c2=O)c1

(further entries)
CIT2 TOR yeast	JMJD2C inh	GRK2 aptamer HTS	AGP1-GFP MLPCN	LAP4-GFP MLPCN	RPL19A TOR yeast	MEP2-GFP yeast	VLA-4 inh	Molecule
103	-1	4	100	92	104	107	4	COc1ccc(NC(=O)CN2C(=O)COc3ccc(C)cc32)cc1
98	6	5	99	108	91	95	8	CCn1c(=N)n(CC(=O)c2ccc(Br)s2)c2ccccc21
116	6	0	108	91	102	112	3	CCN(CC)S(=O)(=O)c1cccc(-c2nnc(SCC(=O)NC3CCCC3)n2N)c1
92	7	0	88	99	89	109	-3	O=C(NCc1ccc(F)cc1)C(c1cccnc1)N(C(=O)c1csnn1)c1ccccc1 (stereo not drawn)
102	2	2	111	103	109	110	4	CCN(CC)CCSc1nc2ccc(OC)cc2[nH]1
84	-1	0	90	162*	92	91	5	O=C(N/N=C/c1ccc(-c2ccc(Br)cc2)o1)c1ccc2c(c1)OCO2
93	7	0	93	105	93	99	-4	COC(=O)c1sc(NC(=O)COc2ccccc2OC)nc1C
88	5	0	93	126	97	98	-1	CC(C)(C)OC(=O)N[C@@H](COCc1ccccc1)C(=O)N[C@@H](CO)[C@H](O)[C@@H]1C[C@@H]1C(=O)NC1CCCCC1
95	-1	0	96	91	94	98	22	O=C(COC(=O)/C=C/c1cccc(Br)c1)NC1CCCCC1
98	-8	0	93	100	96	104	4	COc1ccc(S(=O)(=O)N2CCOCC2)cc1NC(=O)CCCOc1ccc(Cl)cc1C
94	2	5	106	99	100	105	4	COc1cc2cncc(Cc3ccc(Cl)cc3)c2cc1OC
102	-1	2	101	100	101	104	35	Cn1c(Cn2c(=O)sc3ccccc32)nnc1SCC(=O)N1CCCCCC1
102	83	0	102	95	100	103	8	Cc1ccc(C)c(N2CC(C(=O)Nc3cc(C)on3)CC2=O)c1 (stereo not drawn)
105	9	2	111	110	107	111	3	Cc1nc(Cl)c(C#N)c2c1CCCC2
103	2	10	102	101	98	103	31	CSc1nc(NC(C)(C)C)nc(Oc2ccc(=O)n(C)n2)n1

Reformatted with two lines to a compound: part of the list above.
Results follow in this order: CIT2 TOR yeast | JMJD2C inh | GRK2 aptamer HTS | AGP1-GFP MLPCN | LAP4-GFP MLPCN | RPL19A TOR yeast | MEP2-GFP yeast | VLA-4 inh
CCn1cc(/C=C(\NC(=O)c2ccccc2F)C(=O)NCCN2CCOCC2)c2ccccc21
    102 | -5 | 0 | 100 | 92 | 98 | 97 | 2
Cc1cccc(NC(=O)N2C3CCCC2CC(NC(=O)C2CC2)C3)c1 (stereo not drawn)
    89 | -9 | 0 | 90 | 86 | 100 | 99 | 9

(continued)
CIT2 TOR yeast	JMJD2C inh	GRK2 aptamer HTS	AGP1-GFP MLPCN	LAP4-GFP MLPCN	RPL19A TOR yeast	MEP2-GFP yeast	VLA-4 inh	Molecule
104	-4	0	107	102	102	110	4	Cc1cc(NC(=O)CCCC(=O)N(CC(=O)NC2CCCCC2)c2ccccc2)no1
103	25	2	103	95	105	101	2	CC(=O)OCC1(C)CN(c2ccccc2)N(C(=O)c2ccc(F)cc2)C1=O (stereo not drawn)
105	2	0	105	119	106	107	38	O=C(CCC(=O)N1CCN(c2cccc(Cl)c2)CC1)c1cccs1
98	7	0	96	93	98	96	11	Cc1nn(-c2ccc(F)cc2)c(Cl)c1/C=C/C(=O)N1CCNC(=O)C1
99	16	0	97	93	104	102	16	CC(=O)c1cccc(NC(=O)COC(=O)c2cccc(N3C(=O)c4ccccc4C3=O)c2)c1
101	-3	0	106	105	102	95	25	CC1CN(C(=O)c2cccs2)CC(C)O1 (stereo not drawn)
88	-2	0	98	111	98	99	12	Cc1ccc(C(=O)c2coc3c2C(=O)C(=O)c2ccccc2-3)cc1
91	6	0	100	105	97	102	7	CCOc1ccc(/C(C)=N/NC(=O)Cn2nc([N+](=O)[O-])cc2C)cc1
